# IkB signaling: suppresses IkB signaling in ABC-DLBCL reporter cells; ABC-DLBCL IkBa-CBG/CBR dual luciferase ratio, 4 h; response scale: scaled: untreated 0%, proteasome inhibitor 100%; Potency, µM (series often up to 57.1 µM), for inactives: top-dose IkBa stabilization activation; 110,000 tested, 0.04% active; active means well fitted curve in the direction sought with a large enough effect in the signal ratio, not every such curve was filed as active; inconclusive means small, poorly fitted or top-dose-only effect, or a change in a side signal; the % refers to the signal ratio;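 further: the direction sought is a rising ratio; 0% = basal untreated cells and 100% = reference inhibitor full response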
#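 In this assay, an IκBα–CBG68 fusion accumulates when IKK-driven degradation is blocked; native CBR normalizes for cell number. OCI-Ly3 cells were treated 4 h with compound and doxycycline, then green and red light read after Chroma-Glo addition.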
# Imprint erasure: genomic imprint erasure induction; mouse ES Peg3-LacZ reporter, beta-gal luminescence, 40 h; Potency, µM (titrated, usually from 60.7 µM), for the others: at the highest dose activity change, positive = activation, actives largely listed as activators; 110,000 tested, 0.02% active;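 further: 0% = negative control wells on the plate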
#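 Imprint erasure is scored as LacZ activity from the silenced maternal Peg3 allele in feeder-free female ES cells cultured 40 h with LIF. Luminescence is normalized to in-plate negative controls and fitted to the Hill equation.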
# p53ts 32C tox: p53ts cell cytotoxicity, permissive temperature; Potency, µM (top dose mostly 46.1 µM), for inactives: at the highest dose activity change, negative = cytotoxicity, actives largely listed as cytotoxic; H1299-p53A138V at 32C, ATP luminescence viability, 24 h; 130,000 tested, 0.93% active; AID 924;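 further: 0% = DMSO and -100% = full killing by reference compound; nearly all actives have a fitted effect of over 55% in size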
#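 Cells: H1299 p53ts (A138V), 600/well, pre-incubated 16–30 h at 37C. Cpd up to 46 uM, 24 h, 32C. Readout: ATPlite luminescence, 20 min RT. Normalization: DMSO vs tamoxifen 100 uM. AC50 by Hill equation.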
# p53ts 39C tox: kills p53ts cells at the nonpermissive temperature; H1299-p53A138V viability at 39C, ATP luminescence, 24 h; Potency, µM (titrated, usually from 46.1 µM), for inactives: at the highest dose activity change, negative = cell killing, hits mostly cytotoxic; 130,000 tested, 1.5% active; further: nearly all actives have a fitted effect of over 55% in size
# Active calls of the source: *; ? = inconclusive; · = no result given; & = joins results of further samples; ! = not confirmed by another sample; [ ] = remark or other dose. Unless noted, the call rests on the fitted dose curve; in most records, active means well fitted curve in the direction sought with a large enough effect; inconclusive means small, poorly fitted or top-dose-only effect, or another doubt; inactive means no such curve, though single readings can be large; an effect the other way counts as inactive or inconclusive. Unless noted, on the % scale 0 is the no-effect control and ±100 the full control effect; potency means the concentration at half of the fitted maximal effect.
SMILES | p53ts 39C tox | p53ts 32C tox | Imprint erasure | IkB signaling
CCOc1cc(CNC(=O)NC2COc3ccccc3C2)cc(OCC)c1OCC (centres undefined) | 19% | -1% | -9%[10.9 µM] | -0.4%
CCN(CC)CCN1C(=O)C(=O)/C(=C(/O)c2cnn(-c3ccccc3)c2C)C1c1cccnc1 (centres undefined) | 3% | -2% | -6% | -0.9%
CCC(C)(C)n1nnnc1CN(Cc1cccs1)Cc1cc2cc(OC)ccc2[nH]c1=O | -21% | -13% | -3% | ?
N[C@H](C(=O)O)[C@@H]1C[C@@H]1C(=O)O | 9%&-1% | -18%&2% | -4%&-13% | 0.1%&0.5%
O=C(NCCN1CCOCC1)c1cc(-c2ccc(Cl)cc2)on1 | -4% | -23% | -15% | 0.0%
CCN1CCN(c2ncc(C(=O)N3CCCc4ccccc43)c3ccccc23)CC1 | -6% | -11% | -11% | 3.1%
COc1ccc(N2CCN(C(c3cccs3)C(C)NC(=O)c3ccco3)CC2)cc1 (centres undefined) | -12% | -1% | -18% | ?
NC(=O)CNCCC(c1ccccc1)c1ccccc1 | -9%&10% | 11%&-1% | 12%&-5% | 5.0%
O=C(C1CCC1)N1CCc2cc(S(=O)(=O)N3CCc4ccccc4C3)ccc21 | -12% | 3% | -3% | 1.4%
CCCCc1nnc(SCc2cc(=O)c3cc(C(=O)OCC)ccc3[nH]2)n1C | -18% | -3% | -11%[10.9 µM] | -1.1%
CCOc1ccc(NC(=O)c2ccc3c(SCC(=O)O)c4c(nc3c2)CCC4)cc1 | ? | 1% | -7%[10.9 µM] | 5.1%
CCOc1ccc(NC2CCN(C(C)=O)CC2)cc1 | 16% | 5% | 2% | 3.4%
Cc1ccc(S(=O)(=O)N2CCCC(C(=O)Nc3ccc(NC(=O)c4ccccn4)cc3)C2)cc1 (centres undefined) | 23% | 6% | · | ·
COc1ccccc1CN(Cc1nc2ccccc2c(=O)[nH]1)C(=O)Nc1ccccc1 | -5% | -2% | 1% | ?
Cc1ccccc1OC(C)C(=O)NC1CCCC1 (centres undefined) | 11% | 5% | -19% | 0.7%
CC1Cc2ccccc2N1C(=O)CCS(=O)(=O)c1cccc2nonc12 (centres undefined) | -17% | -23% | -14% | 0.5%
CN(Cc1ccccc1)C(=O)Nc1ccccc1 | 2% | -10% | 8% | -0.2%
O=C(O)CCc1ccc(-c2ccc(Br)cc2)o1 | -18% | -14% | -73%[inhibitor] | ?
COC(=O)c1n[nH]n(-c2ccccc2)c1=O | 11% | -10% | -22%[10.9 µM] | 14%
Cc1cccc(C)c1NC(=O)CCS(=O)(=O)c1ccc2c(c1)n(C)c(=O)c(=O)n2C | 2% | -2% | -10%[10.9 µM] | 2.2%
O=c1c(-c2ccccc2)nc2cnc(N3CCOCC3)nc2n1C1CC1 | 6% | 2% | ? | -0.9%[11.4 µM]
CCc1ccc2occ(CC(=O)Nc3c(C(=O)Nc4ccc(OC)cc4)oc4ccccc34)c2c1 | -9% | 5% | -11%[10.9 µM] | ?
Clc1ccccc1C(c1ccccc1)(c1ccccc1)n1ccnc1 | 25µM*! | 35%[activator][20.6 µM] | -21% | 2.8%[25.6 µM]
CCCCC(CC)Cn1c2nc3ccccc3nc2c2c(=N)oc(C)nc21 (centres undefined) | 11% | 13% | 1% | ?
CS(=O)(=O)N1CCC(N2CCN(Cc3ccc(F)cc3)C(=O)C2=O)CC1 | 23% | 3% | -7%[10.9 µM] | -1.2%
COc1ccccc1C(=O)N1CCN(S(=O)(=O)Cc2ccccc2)CC1 | 2% | 0% | -13% | -0.1%
CCOc1ccc(NC(=O)c2oc3ccccc3c2NC(=O)COc2cccc(OC)c2)cc1 | ? | -5% | -14%[10.9 µM] | -1.4%
COc1ccc(CSc2nc3ccncc3n2CC(=O)Nc2ccc(C)c(F)c2)cc1 | ? | ? | -12%[10.9 µM] | 4.5%
COCCNC(=O)CCn1c(=O)c2cc(OC)c(OC)cc2n(CC(=O)Nc2ccc(F)c(Cl)c2)c1=O | -1% | -6% | -8%[10.9 µM] | ?
COC(=O)Cc1n[nH]c(=S)[nH]c1=O | 9% | -5% | -4% | 2.5%
O=S(=O)(O)n1ccnc1 (tested in a mixture with another compound) | 3%[9.22 µM] | -1%[9.22 µM] | -7%[10.9 µM] | -0.4%[11.4 µM]
CCOC(=O)c1cccc(NC(=O)c2cc(S(=O)(=O)N3CCCC3)cn2C)c1 | -15% | -10% | 3%[10.9 µM] | ?
CN1C(=O)CSc2ccc(NC(=O)NCCC3=CCCCC3)cc21 | 7% | 5% | -6% | ?
COc1ccc(N2CCN(S(=O)(=O)c3ccc(Br)s3)CC2)cc1 | 9% | -1% | -12% | 1.6%
COc1ccccc1N(Cc1cc2cccc(C)c2[nH]c1=O)C(=O)c1cccc(Cl)c1 | -13% | 19% | -11%[10.9 µM] | 0.5%
CNC(=O)C1CCC(Cn2c(=O)c3sccc3n(CC(=O)Nc3ccccc3)c2=O)CC1 (centres undefined) | -5% | 0% | 7%[10.9 µM] | -0.9%
CCc1nnc(NC(=O)CSc2ncc(-c3ccccc3)n2CC)s1 | -2% | 5% | -6% | ?
COc1ccccc1CNCCCCCCNCCCCCCCCNCCCCCCNCc1ccccc1OC | 20% | 32%[activator] | -15% | 6.8%
Cn1nc(C(=O)Nc2cccc(C(F)(F)F)c2)c2c1-c1ccccc1S(=O)(=O)C2 | -23% | 12% | 10%[10.9 µM] | ?
COCCn1c(SCC(=O)N2CCCC2)nnc1-c1ccoc1C | 0% | -3% | -1% | 0.3%
O=C(Nc1ccc(O)cc1C(=O)O)c1cccc(Br)c1 | -11% | -9% | -87%[inhibitor] | ?
Clc1ccc(C2=Nn3c(nnc3-c3n[nH]c4c3CCC4)SC2)cc1 | -12% | 6% | -23% | -0.1%
COCCNC(=O)c1ccc2c(=O)n(CCOC)c(SCC(=O)c3c[nH]c4ccccc34)nc2c1 | -8% | -3% | 7%[10.9 µM] | ?
O=C(Cn1c2c(c(-c3ccccc3)cc1=O)CCCC2)N1CCCCCC1 | ? | ? | -27% | ?
CCCCN1C(=O)C(O)(CC(=O)c2ccc(C(C)(C)C)cc2)c2ccccc21 (centres undefined) | 13µM* | ? | -12%[10.9 µM] | ?
Cn1c(C(O)c2ccc3c(c2)OCO3)nc2ccccc21 (centres undefined) | 2% | 8% | 0% | 0.9%
CCOC(=O)N1CCN(S(=O)(=O)c2cccc3nsnc23)CC1 | 9% | ? | 0% | 0.1%
COc1ccc2c(CNCc3ccc(C)o3)c(C(=O)O)n(Cc3ccccc3)c2c1 | -13% | -3% | -11%[10.9 µM] | -0.9%
Clc1ccc(-c2nnc(N3CCCC3)nn2)cc1 | 3% | 5% | -2% | 3.8%
COC(=O)CCCC[C@@H]1SC[C@@H](NC(=O)OC)[C@@H]1NC(=O)OC | 11% | 2% | · | ·
COC(=O)c1c(C(=O)OC)c2oc3ccccc3n2c1Cl | -7% | -5% | -8% | ?
Cc1cc(C)c2oc(C(=O)Nc3ccc(S(=O)(=O)Nc4ncccn4)cc3)cc(=O)c2c1 | 13% | -6% | -4%[10.9 µM] | ?
COc1ccc(NCc2cccn2-c2nnc(N3CCOCC3)s2)c(OC)c1 | 5% | -1% | -5%[10.9 µM] | ?
Cc1ccc(C)c(OCCn2c(CCNC(=O)C3CCCCC3)nc3ccccc32)c1 | ? | -8% | 25%[10.9 µM] | -1.4%
CO[C@@H]1COC(=O)CC=C[C@@H](C)[C@@H]2C=C[C@H](O)[C@@H](COC(=O)[C@H](C)NC(=O)CC=C[C@H]1C)O2 | -6%[9.22 µM] | 1%[9.22 µM] | · | ·
CCOC(=O)N1CCN(S(=O)(=O)N2CCCC(C(=O)NCc3cc(Br)ccc3OC)C2)CC1 (centres undefined) | -1% | -7% | -14%[10.9 µM] | 1.3%

# The results go on.
SMILES | p53ts 39C tox | p53ts 32C tox | Imprint erasure | IkB signaling
CCOC(=O)OCC1OC(c2ccccc2)C=CC1Oc1cccc(N(C)C)c1 (centres undefined) | -4%[9.22 µM] | 7%[9.22 µM] | · | ·
CN(C)c1ncc2nc(-c3ccc(F)cc3)c(=O)n(CCC#N)c2n1 | -1% | -3% | · | 0.6%[11.4 µM]
CCOC(=O)C1CCCN(C(=O)Cn2ncc3c(=O)oc4ccc(C)cc4c32)C1 (centres undefined) | 9% | -4% | -7% | 0.1%
COC(=O)c1ccccc1NC(=O)c1cc(CN2CCOCC2)on1 | 11% | 1% | -10%[10.9 µM] | 0.5%
CSc1nsc(SC)c1NC(=O)N1CCCC1 | -9% | 6% | -1% | 0.8%
COc1ccc(C2C(C(=O)N3CC(C)CC(C)C3)c3ccccc3C(=O)N2C)cc1 (centres undefined) | -3% | 1% | -6% | 0.3%
Cc1ccc(Cn2c(=O)n(CCc3ccccc3)c(=O)c3sc4ccccc4c32)cc1 | -15% | 1% | -13%[10.9 µM] | 1.2%
Cc1cccc(-n2ncc3c(N4CCCCCC4)ncnc32)c1 | 4µM* | ? | -19%[10.9 µM] | ?
OC[C@@H]1CCC[C@H](n2cnc3c(=S)nc[nH]c32)O1 | -1%[9.22 µM] | 0%[9.22 µM] | -3%[10.9 µM] | -0.2%[11.4 µM]
O=C(Nc1c(C(=O)Nc2ccc(F)cc2)oc2ccccc12)c1cc2ccccc2o1 | ? | ? | -13%[10.9 µM] | ?
CC1=C(/C=C/C(C)=C/C=C/C(C)=C/CO)C(C)(C)CCC1 | -2% | -10%[1.84 µM] | -6%&-11%&-16% | ?
NC(=O)c1cnn2c(C(F)(F)F)cc(-c3ccccc3)nc12 | 2% | 6% | -16% | -4.5%
CCSc1nnc(NC(=O)CSc2nccn2-c2cccc(C)c2)s1 | 13% | -7% | -8% | ?
CCC1CCCCN1CCCNC(=O)C1CCN(S(=O)(=O)N2CCCCC2)CC1 (centres undefined) | 6% | 1% | -5% | 5.4%
c1ccc2c(c1)ncn2CCOCCOCCn1cnc2ccccc21 | 22% | 7% | · | ·
NCc1ccc(-c2nc3ccccc3o2)cc1 | ? | ? | -81%[inhibitor] | 0.5%
Cc1cc(C)cc(NC(=O)CSc2nnc(-c3ccc(S(=O)(=O)N4CCCC4)cc3)o2)c1 | 2% | -2% | -14% | 1.1%
O=C(Nc1ccc2nc(SCC(=O)N3CCc4ccccc43)sc2c1)c1cccc(F)c1 | -20% | 3% | -18%[10.9 µM] | -0.1%
Cc1cc(Cl)c(S(=O)(=O)N2CCCCCC2)cc1OCC(N)=O | -1% | 6% | -5% | -1.0%
CCOC(=O)N1CCC(N2Cc3cccc(C(=O)O)c3C2=O)CC1 | 9% | 7% | 0% | -1.7%
COc1ccc(-c2nc(-c3ccccc3)c(-c3ccc(F)cc3)[nH]2)c(OC)c1C | 5% | 8% | -19%[10.9 µM] | ?
COc1ccc(CC(=O)NCCc2csc(-c3cccc(F)c3)n2)cc1OC | -11% | -11% | -8%[10.9 µM] | 0.3%
C=C(C)n1c(=O)[nH]c2ccccc21 | 7% | 8% | -7% | -1.3%
CCCCCC(=O)N(O)C1CC(=O)N(c2ccccc2)C1=O (centres undefined) | -6% | -5% | -32%[inhibitor] | ?
COc1ccccc1CNC(=O)c1cccc(Nc2nc3ccccc3n3nnnc23)c1 | ? | -12% | -7%[10.9 µM] | ?
CSc1nc2ccc(NC(=O)C3CCCO3)cc2s1 (centres undefined) | ? | ? | -34%[inhibitor] | 3.1%
COc1cc(NC(=O)CCN2CCN(c3ccccc3F)CC2)cc(OC)c1 | 0% | 6% | -14% | 0.2%
CCOC(=O)c1cc2c(=O)n3ccccc3nc2n(Cc2ccco2)c1=NC(=O)c1cccc(Br)c1 | -19% | 20% | -17%[10.9 µM] | -0.1%
Cn1c(=O)n(C)c2cc(C(N)=O)ccc21 | 4% | 5% | -5% | -1.3%
CC(C)N1C(=O)CCC1C(=O)NCCc1ccccc1 (centres undefined) | 6% | 2% | -3% | -2.0%

# The order is random; overall some 1.8% were active at least once.
